# p53 reactivator: re-activators of mutant p53; H1299 p53-A138V BP100-luciferase reporter, luminescence, 24 h; Potency, µM (titrated, usually from 92.2 µM), without a hit: at the highest dose activity change, positive = activation, actives largely listed as activators; 0.063% of 320,000 active; AID 504706; also: potency is read from the fitted curve at half-maximal effect; % of control where 0% means no effect; nearly all actives have a fitted effect of over 45% in size
#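 H1299 (p53-null), stable ts p53-A138V + BP100-Luc; 1000 cells/well, Opti-MEM/10% FBS; cpd 4 pt, 1:5; 24 h, 37 deg C, 5% CO2; detection reagent 10 min RT; luminescence.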
# ASM inhibitor: human S-ASM enzyme inhibition | 0.006% of 340,000 active | P17405 | Potency, µM (top dose mostly 57.5 µM), for the others: at the top dose activity change, negative = inhibition, actives largely listed as inhibitors | placental ASM, HMU-PC fluorogenic substrate, 60 min; also: potency is read from the fitted curve at half-maximal effect
#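 Fluorogenic HMU-PC substrate (9 uM final) is turned over by placental ASM in 60 min at 37 C after a 10 min compound preincubation. Reaction ended by alkaline stop (pH 10), with fluorescence read at 386/447 nm.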
# TRPV1 agonist: activates the human vanilloid receptor TRPV1; Q8NER1; TRPV1-expressing cells, Fluo-8 calcium influx, agonist mode; activation, % at 8.33 µM; 0.19% of 320,000 active; in the data active = activation above about 80%; inconclusive = between about 30% and that limit; also: 0% is about no effect
#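 Fluo-8 calcium influx in TRPV1-expressing cells, kinetic read (ex 480/em 520 nm). Compound added and read 3 min for agonist activity, followed by capsaicin at EC20 final and 2 min further read for enhancement.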
# Integrin act MD: activates integrin-mediated alleviation for muscular dystrophy. alpha7betagal myoblasts, beta-gal FDG fluorescence, 48 h. 0.064% of 350,000 active. Potency, µM (highest dose often 38.3 µM), for inactives: at the highest dose activation, most hits filed as activators. AID 624291;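 also: potency is read from the fitted curve at half-maximal effect; 100% = response of the positive control SU9516; nearly all actives have a fitted effect of over 60% in size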
#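 alpha7betagal+/- myoblasts (passage 13, 250/well) treated 48 h at 37C with compounds at 1:260 dilution of DMSO stock. Lysed, then beta-galactosidase activity read as FDG fluorescence (ex 480/em 540) after 30 min, with pre-read for autofluorescence.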
# TSG101-PTAP inh: blocks PTAP/TSG101 interaction to inhibit HIV-1 budding; Q99816; Fluorescence polarization, FITC-PTAP peptide / Tsg101 binding; Potency, µM (doses to about 115 µM), without a hit: at the highest dose activity change, negative = inhibition, actives largely listed as inhibitors; 340,000 tested, under 10 active; AID 493005; active = well fitted inhibition curve with a large enough effect in the main read-out, with a control signal flat, not every such curve was filed as active; inconclusive = small, poorly fitted or top-dose-only effect, or effect the other way, or a change in a side signal; inactive = no such curve, though single readings can be large or run the other way; also: potency is read from the fitted curve at half-maximal effect; % of control where 0% means no effect
#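 Tsg101 binding domain (10 uM final) was mixed with compound and a FITC-labeled PTAP peptide (50 nM final) in HEPES pH 7.5 buffer with NaCl, Tween 20, EDTA and TCEP; fluorescence polarization was read after 20 min at r.t.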
# Eya2 phos inh: inhibitors of human Eya2 phosphatase activity; O00167; recombinant Eya2, OMFP fluorescence dephosphorylation (OMFP is methylfluorescein phosphate); Potency, µM (doses to about 76.9 µM), without a hit: at the highest dose activity, negative = inhibition, usual class: inhibitors; 0.006% of 330,000 active; AID 488837; also: potency is read from the fitted curve at half-maximal effect; % is scaled to controls: 0 for no effect and ±100 for the full control effect
#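 Eya2 protein (added as 0.2 uM solution) was preincubated with compound for 10 min at ambient temperature in 50 mM HEPES pH 7.5, 50 mM NaCl, 5 uM MgCl2, 0.05% BSA, 1 mM DTT. OMFP (added at 50 uM) then reacted 10 min; fluorescence read at 485/525 nm.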
# uPA generation: cell surface uPA generation inhibition. cell surface uPA generation assay, qHTS. Potency, µM (top dose mostly 38.3 µM), for inactives: top-dose activity change, negative = inhibition, most hits filed as inhibitors. 0.31% of 330,000 active; active = well fitted inhibition curve with a large enough effect; inconclusive = small, poorly fitted or top-dose-only effect; inactive = no such curve, though single readings can be large or run the other way; tested in mouse RAW 264.7 cells; also: potency is read from the fitted curve at half-maximal effect; % is scaled to controls: 0 for no effect and ±100 for the full control effect; nearly all actives have a fitted effect of over 55% in size
# BRCA1 expr act: increases BRCA1 expression; 1.1% of 380,000 active; Potency, µM (titrated, usually from 46.1 µM), inactives show at the highest dose activation, usual class: activators; MCF7-BRCA1-FFLuc reporter, luminescence, 48 h; response scale: scaled: vehicle 0%, 10 µM genistein 100%; AID 624202; also: potency is read from the fitted curve at half-maximal effect; nearly all actives have a fitted effect of over 80% in size; some results filed as inactive show a strong effect at the top dose
#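 MCF7-BRCA1-FFLuc, 2000 cells/well; 2 h attach, 37 °C/5% CO2; compound 48 h; luciferase substrate 15 min; luminescence end-point. Norm. to genistein 10 microM max activation and DMSO; concentration-response curves fitted.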
# B2AR arrestin: recruits beta-arrestin to the human beta2-adrenergic receptor. 0.02% of 330,000 active. Potency, µM (doses to about 46.1 µM), inactives show at the highest dose activation, hits mostly activators. P07550. beta-arrestin recruitment to beta2AR, cell-based reporter;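 also: potency is read from the fitted curve at half-maximal effect; 0% = DMSO controls and full agonism = EC100 isoproterenol or metaproterenol; nearly all actives have a fitted effect of over 65% in size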
# Target sequence (P07550 whole entry, looked up): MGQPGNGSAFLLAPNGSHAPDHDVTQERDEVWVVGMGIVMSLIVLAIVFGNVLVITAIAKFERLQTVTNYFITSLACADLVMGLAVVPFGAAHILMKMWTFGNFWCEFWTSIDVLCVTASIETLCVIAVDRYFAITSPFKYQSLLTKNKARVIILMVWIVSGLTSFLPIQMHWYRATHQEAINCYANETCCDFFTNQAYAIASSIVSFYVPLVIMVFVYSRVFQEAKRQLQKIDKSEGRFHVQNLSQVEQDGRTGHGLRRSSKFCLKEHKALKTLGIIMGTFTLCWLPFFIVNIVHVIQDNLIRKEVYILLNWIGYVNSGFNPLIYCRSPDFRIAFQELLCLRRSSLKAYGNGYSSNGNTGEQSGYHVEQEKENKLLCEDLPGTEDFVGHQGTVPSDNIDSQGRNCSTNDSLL
# USP2a block: USP2a (human) protease inhibition; O75604; USP2 core, Ub-CHOP2 coupled fluorogenic reporter, 485/531; Potency, µM (doses to about 38.3 µM), inactives show at the top dose activity change, negative = inhibition, actives largely listed as inhibitors; 0.01% of 330,000 active;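 also: potency is read from the fitted curve at half-maximal effect; plate controls were DMSO wells for no effect and full inhibition by NEM control for full effect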
# Target sequence (O75604 whole entry, looked up): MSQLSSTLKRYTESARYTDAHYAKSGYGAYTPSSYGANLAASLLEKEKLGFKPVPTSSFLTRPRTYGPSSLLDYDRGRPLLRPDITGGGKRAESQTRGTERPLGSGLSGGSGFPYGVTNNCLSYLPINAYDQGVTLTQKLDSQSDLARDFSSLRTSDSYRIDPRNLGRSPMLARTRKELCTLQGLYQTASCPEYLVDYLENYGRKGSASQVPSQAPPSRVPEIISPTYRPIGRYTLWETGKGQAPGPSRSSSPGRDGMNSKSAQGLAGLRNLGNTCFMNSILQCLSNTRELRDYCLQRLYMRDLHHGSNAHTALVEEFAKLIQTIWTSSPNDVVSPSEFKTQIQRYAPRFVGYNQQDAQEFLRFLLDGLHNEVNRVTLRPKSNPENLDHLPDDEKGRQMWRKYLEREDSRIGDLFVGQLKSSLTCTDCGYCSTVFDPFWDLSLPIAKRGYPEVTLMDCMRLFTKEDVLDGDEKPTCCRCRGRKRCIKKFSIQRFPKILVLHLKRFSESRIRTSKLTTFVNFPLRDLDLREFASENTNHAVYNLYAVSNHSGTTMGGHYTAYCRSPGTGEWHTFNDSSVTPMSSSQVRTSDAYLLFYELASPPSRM
#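 Cell-free coupled assay: 10nM USP2 core preincubated 30min RT with compound in Tris-HCl pH 8.0/CaCl2/CHAPS buffer, then 25nM Ub-CHOP2 and 25nM reporter substrate; fluorescence (Ex 485/Em 531) read after 60min RT, normalized to NEM inhibition, concentration-response curves fitted.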
# ELG1 genotox: induces genotoxicity in HEK293T cells with luciferase-tagged ELG1. HEK293T ELG1-luciferase reporter, luminescence, 16 h. Potency, µM (series often up to 46 µM), inactives show top-dose activity change, positive = activation, most hits filed as activators. 1.3% of 330,000 active; also: potency is read from the fitted curve at half-maximal effect; % of control where 0% means no effect; nearly all actives have a fitted effect of over 60% in size
#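 ELG1-luciferase HEK293T cells, 2,000/well; compound pinned in; 16 hr, 37 °C, 5% CO2; ONE-Glo, 30 min RT; luminescence on CCD imager.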
# Active calls of the source: *; u = inconclusive; x = not tested or not shown; [ ] = dose if it differs, or a comment. Unless noted, calls follow the shape of the dose curve; as a rule, active = well fitted curve in the direction sought with a large enough effect; inconclusive = small, poorly fitted or top-dose-only effect, or another doubt; inactive = no such curve, though single readings can be large; an effect the other way counts as inactive or inconclusive.
# Second line of a record: BRCA1 expr act, ELG1 genotox, USP2a block, uPA generation, TRPV1 agonist, B2AR arrestin, Integrin act MD, ASM inhibitor, Eya2 phos inh, p53 reactivator, TSG101-PTAP inh
Brc1ccc(NC(c2ccccc2)c2ccncc2)cc1 (stereo not given)
→ -18%, 5%, 0%, -5%, -1, 0.5%, -36%, 7%, -4%, 3%, -2%
CC(=O)N/C(=C\c1ccccc1)C(=O)OCC(=O)N1CCCCCC1
→ 14%, 4%, 3%, -8%, -8, -0.5%, 4%, -2%, -8%, 12%, -3%
COc1ccc(S(=O)(=O)N2CCN(CCc3ccccc3)CC2)c(OC)c1
→ -13%, 2%, 3%, 3%, -2, 0.3%, -9%, 4%, -11%, x, -5%
Cc1nn(CC(=O)N(C)C2CCS(=O)(=O)C2)c(C)c1S(=O)(=O)N(C)C (stereo not given)
→ 8%, 2%, 2%, 12%, -1, -0.1%, -23%, 2%, 10%, -3%, 1%
O=C(NC1CCCC1)C1CCCN1C(=O)Nc1ccccc1Cl (stereo not given)
→ -10%, -1%, -1%, 1%, 0, -0.2%, 20%, -1%, -22%, -4%, -2%
Cc1ccc(NS(=O)(=O)c2ccc3c(c2)oc(=O)n3C)cc1C
→ -25%, -2%, 1%, -3%, 6, -0.2%, -17%, 2%, 11%, -5%, -5%
COc1ccc(C/C(N)=N/OC(=O)c2cccs2)cc1
→ 15%, 2%, 0%, -9%, -2, 0.5%, 16%, 3%, 2%, u, 1%
Cn1c(SCC(=O)NC2CC2)nnc1-c1ccc(Cl)cc1
→ 10%, -1%, -1%, 10%, 4, -0.1%, 5%, -5%, 13%, 0%, -7%
COC(=O)[C@H](CCSC)NC(=O)c1cccnc1SC
→ 20%, -3%, -1%, -3%, 2, -0.9%, -6%, 1%, 21%, -1%, 0%
CC(C)CNC(=O)C(=O)Nc1ccc(N(C)C)cc1
→ 2.2µM*, u, 5%, 3%, 5, -2.2%, 3%, -1%, 3%, u, -4%
Cc1onc(-c2ccccc2Cl)c1C(=O)OCC(=O)Nc1cccc(S(=O)(=O)N(C)C)c1
→ -36%, -12%, -12%, 0%, 10, 0.3%, 0%, 9%, 14%, 0%, -8%
CCOC(=O)C1CCCN(S(=O)(=O)c2ccc3c(c2)C(C)(C)C(=O)N3C)C1 (stereo not given)
→ -2%, 1%, 1%, -9%, 1, 0.6%, -10%, 3%, 2%, x, -4%
CC(=O)N1c2ccc(S(=O)(=O)N3CCC(C(=O)Nc4cccc(C(F)(F)F)c4)CC3)cc2CC1C (stereo not given)
→ -61%, -3%, -2%, -17%, 0, 0.1%, -36%, -7%, 3%, -10%, -6%
Cc1ccc(O)c(NC(=O)C2CC(c3c(F)cccc3Cl)=NO2)c1 (stereo not given)
→ 0%[1.84 µM], -2%, -5%, -6%, -1, -0.1%, -24%, -3%, 5%, 1%, 2%
CCN1C(=O)[C@@H]2[C@@H](c3ccc(-c4ccc(F)cc4)c(OC)c3)N3CCCC[C@@]3(C(=O)OC)[C@@H]2C1=O
→ -15%, -3%, 0%, 4%, 2, -0.1%, -5%, -7%, -12%, 1%, 8%
COc1ccc(-c2cn(/N=C/c3ccc(Cl)cc3Cl)c(N)n2)cc1
→ 0%, 0%, -2%, 2%, 1, 0.4%, 22%, -3%, -6%, 1%, -7%
CC(=O)c1ccc(NC(=O)c2ccc(CNc3c(N4CCOCC4)c(=O)c3=O)cc2)cc1
→ 21%, -2%, 2%, 5%, 14, -0.4%, 15%, -2%, 7%, 27%, -2%
Cc1noc(C)c1C(=O)OCC(=O)Nc1cc(Cl)ccc1Oc1ccccc1
→ -15%, -2%, 0%, 1%, 2, -0.6%, 28%, -2%, 1%, -3%, -4%
CC(C)(C)c1cc(NC(=O)c2ccco2)n(-c2ccccc2)n1
→ 5%, -4%, 1%, -2%, 14, 0.5%, 41%, -3%, 14%, -2%, 0%
CCCCN(CC)Cc1ccc(CNC(=O)Nc2ccc(F)cc2)o1
→ -23%, -4%, 2%, x, -1, 0.5%, 8%, 3%, 18%, -6%, -8%
COc1ccc(NS(=O)(=O)c2cccc(NC(=O)CNC(C)=O)c2)cc1
→ 0%, 0%, 7%, -1%, -2, -0.5%, 6%, -2%, 5%, -4%, -8%
O=C(N/N=C/c1ccc(O)cc1O)NC12CC3CC(CC(C3)C1)C2
→ -30%, 12%, 3%, -12%, -2, 0.2%, 0%, 17%, 3%, 24%, 10%
Cc1cc(C)c(NC(=O)CN2CCOCCOCCOCCOCC2)c(C)c1
→ 1%, x, x, 0%, x, x, -5%, 1%, x, x, 0%
CC(C)C12NC(=O)NC(=O)N1CCS2 (stereo not given)
→ -4%, x, x, -7%, x, x, 12%, 3%, x, x, 2%
Cc1cc(N2CCN(C(=O)OC(C)(C)C)CC2)n2ncnc2n1
→ 19%, -7%, 8%, -2%, 25, 0.4%, -3%, 0%, 5%, 7%, -1%
Oc1ccc(CN2CCN(Cc3ccccc3)CC2)c2cccnc12
→ -82%[inhibitor], 1%, 1%, -8%, 0, -0.2%, -56%[inhibitor], 4%, -3%, -1%, -1%
CCOC(=O)C1CCN(C(=O)COc2cc(C)c(Br)cc2C)CC1
→ -25%, -7%, -3%, -4%, 11, -0.2%, -11%, -1%, -5%, 5%, -8%
COc1c(C=NNC(N)=O)c(OC)c(OC)c2c1CCO2
→ -26%, x, x, 6%, x, x, 20%, 3%, x, x, -6%
O=C(OCc1ccc(Br)cc1)c1ccncc1
→ 3%, 0%, -5%, 8%, 4, 0.0%, 0%, -4%, -27%, 1%, -3%
CN(C)NC(=S)Nc1cccc(Cl)c1
→ 4%, -4%, 4%, -3%, x, 0.2%, 14%, 6%, -5%, 0%, -6%

# Full records, looked up by structure. Order of screens: BRCA1 expr act | ELG1 genotox | USP2a block | uPA generation | TRPV1 agonist | B2AR arrestin | Integrin act MD | ASM inhibitor | Eya2 phos inh | p53 reactivator | TSG101-PTAP inh
# Listed for CC(C)C12NC(=O)NC(=O)N1CCS2 (stereo not given) = -4% | x | x | -7% | x | x | 12% | 3% | x | x | 2%
# Listed for CCOC(=O)C1CCN(C(=O)COc2cc(C)c(Br)cc2C)CC1 = -25% | -7% | -3% | -4% | 11 | -0.2% | -11% | -1% | -5% | 5% | -8%
# Listed for CC(=O)c1ccc(NC(=O)c2ccc(CNc3c(N4CCOCC4)c(=O)c3=O)cc2)cc1 = 21% | -2% | 2% | 5% | 14 | -0.4% | 15% | -2% | 7% | 27% | -2%
# Listed for Cc1noc(C)c1C(=O)OCC(=O)Nc1cc(Cl)ccc1Oc1ccccc1 = -15% | -2% | 0% | 1% | 2 | -0.6% | 28% | -2% | 1% | -3% | -4%

# Other results
# Second line of a record: BRCA1 expr act, ELG1 genotox, USP2a block, uPA generation, TRPV1 agonist, B2AR arrestin, Integrin act MD, ASM inhibitor, Eya2 phos inh, p53 reactivator, TSG101-PTAP inh
Cc1cnc(C(=O)OCC(=O)NC2CCCC(C)C2C)cn1 (stereo not given)
→ 3%, 0%, 4%, -4%, -1, -0.5%, 11%, 1%, 2%, -1%, -5%
COc1ccc2nc(NC3=NCCC3)sc2c1
→ u, u, -1%, -6%, 2, 0.0%, 19%, 4%, 4%, 8%, -12%
COc1ccccc1N1CCN(C(=O)c2ccc3ncsc3c2)CC1
→ -1%, x, x, -11%, x, x, -10%, -1%, x, x, -2%
COC(=O)c1ccc2[nH]c(C(C)(C)O)c(C)c2c1
→ 45%, u, 1%, -8%, 5, -0.5%, 4%, 4%, 5%, x, -2%
O=C(O)CCC1(c2ccccc2)NC(=O)NC1=O (stereo not given)
→ -4%, -1%, 0%, 2%, 2, -0.6%, 14%, -4%, 3%, -1%, 0%
CCOC(=O)C1CCCN(C(=O)Cn2ncc3c([nH]c4ccccc43)c2=O)C1 (stereo not given)
→ -27%, -1%[9.26 µM], 4%, 4%, 0, 0.1%, -10%, -1%, 7%, -6%, -3%
O=C(CN(c1ccc2c(c1)OCCO2)S(=O)(=O)c1ccccc1)N1CCN(Cc2ccccc2)CC1
→ -15%, -5%, 2%, x, 0, 3.3%, 16%, -5%, -6%, -1%, -1%
Cc1cc(C(=O)Nc2nnc(C(F)(F)F)s2)cs1
→ 0%, 0%, 4%, 0%, 18, -0.5%, 18%, -2%, -12%, 27%, 0%
O=C1c2ccccc2C(=O)N1CC(=O)N1c2ccccc2Sc2ccc(C(F)(F)F)cc21
→ -6%, -1%, -12%, 10%, 0, 0.1%, u, -1%, 6%, 6%, -1%
